SENP8 inh = inhibitors of human SENP8 protease | Q96LD8 | recombinant SENP8, Nedd8 substrate fluorescence | inhibition, % at 20 µM | hit rate 0.64% among 360,000 | AID 602440; in the data active = inhibition mostly above about 40%, no sharp cut-off; inactive = mostly below about 27%
Target sequence (Q96LD8 whole entry, looked up): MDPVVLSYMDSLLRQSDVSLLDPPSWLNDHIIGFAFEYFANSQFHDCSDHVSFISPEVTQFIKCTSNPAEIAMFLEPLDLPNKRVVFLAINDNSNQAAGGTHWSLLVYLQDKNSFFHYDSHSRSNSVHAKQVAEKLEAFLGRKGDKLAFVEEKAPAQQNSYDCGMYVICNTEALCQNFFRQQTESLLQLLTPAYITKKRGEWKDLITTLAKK
SENP1 FRET inh = SENP1 (human) catalytic domain inhibition; recombinant SENP1 catalytic domain, CyPet-SUMO1-YPet FRET cleavage; inhibition, % at 10 µM; hit rate 0.21% among 360,000; AID 624204;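 active = inhibition at least 30% at 10 µM, raw YFP signal under a set limit, fluorescence ratio 0.5 to 1.5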;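 note: 0% = enzyme with DMSO and 100% = no enzyme wells; some results filed as inactive read as strong as hits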
Target sequence (Q9P0U3 419-644 limits assumed): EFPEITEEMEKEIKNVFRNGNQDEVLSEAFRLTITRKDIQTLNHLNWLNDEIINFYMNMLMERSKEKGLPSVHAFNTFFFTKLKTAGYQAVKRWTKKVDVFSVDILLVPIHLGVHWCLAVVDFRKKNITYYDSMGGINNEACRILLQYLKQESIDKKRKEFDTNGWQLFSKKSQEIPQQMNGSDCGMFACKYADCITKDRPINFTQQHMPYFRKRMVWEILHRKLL
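Controls: no-enzyme wells low, DMSO-plus-enzyme wells high control. Test system: human recombinant His6-tagged SENP1 catalytic domain enzyme. Reagent: SFCypet-SUMO1-SFYpet FRET protein substrate, 25 nM final. Doses: one dose per compound, 10 µM, 0.5% DMSO. Detection: FRET, CFP and YFP emission. Timing: 50 min reaction at room temperature.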
An asterisk follows results filed as active.

SMILES | SENP8 inh | SENP1 FRET inh
COc1cccc(CNC(=O)[C@@H]2CCCN2C(=O)[C@@H]2CCCN2C(=O)c2cccc(Cl)c2)c1 | 10 | 2
COc1ccc(C(C(=O)Nc2ccc3c(c2)OCCO3)n2c(=O)c(-c3cc4ccccc4[nH]3)nc3ccccc32)cc1 (stereo unspecified) | -420 | -19
CC1(C(=O)NS(=O)(=O)c2ccc(Br)cc2)CCN1C(=O)C1CCCCC1 (stereo unspecified) | 12 | 5
COc1cccc(Nc2nc(CN)cs2)n1 | -119 | -4
CC1(C(=O)Nc2ccccc2Br)CCN1C(=O)Cc1ccc(Cl)cc1Cl (stereo unspecified) | 6 | 0
C=CCN(CC=C)Cc1cc(=O)oc2cc(C)cc(C)c12 | 9 | 1
CC(=O)N1CCCC(C)(C(=O)Nc2ccc3nc(C)ccc3c2)C1 (stereo unspecified) | -29 | 0
COc1ccc(NC(=O)C2Cc3c(-c4cccc(C(N)=O)c4)ccnc3O2)cc1 (stereo unspecified) | -2 | -3
COc1ccc(C(C)(NC(C)=O)c2nc(-c3ccccc3OC)cs2)cc1 (stereo unspecified) | 16 | 0
CCc1nc2ccc(C(=O)N(C)C(C)C)cn2c1N(CCC(C)C)CCN(C)C | -8 | -53
CC1(C(=O)NS(=O)(=O)c2ccc3c(c2)CCO3)CCN1C(=O)CCC1CCCC1 (stereo unspecified) | 17 | 0
O=C(c1cnc(Cc2c[nH]c3ccccc23)c(I)c1)N1CCOCC1 | 10 | 9
COc1ccc(CN2CCC2(C)C(=O)Nc2cccc(NS(C)(=O)=O)c2)c2ccccc12 (stereo unspecified) | 20 | 3
CC1(C(=O)NS(=O)(=O)c2ccc3ccccc3c2)CCN1C(=O)CC1CCCCC1 (stereo unspecified) | 21 | 3
COc1ccc(-c2cnc3c(NC=O)cc(-c4ccc(S(C)(=O)=O)cc4)cn23)cc1OC | -110 | -6
COC(=O)[C@@]1(Cc2ccc(F)cc2)[C@H]2c3cc(C(=O)N4CCCC4)n(CC4CC4)c3C[C@H]2CN1C(=O)c1ccccc1 | -16 | -3
CCCNC(=O)C1(C)CCN(Cc2ccc(C(=O)OCC)cc2)C1 (stereo unspecified) | 16 | 0
Cc1cc(OCCCN2CCC(C(O)(c3ccccc3)c3ccccc3)CC2)ccc1Br | 25 | 5
CC(O)(c1ccccc1)c1nc(-c2cccc(C(F)(F)F)c2)cs1 (stereo unspecified) | 10 | 0
CC(C)(C)NC(=O)C(c1ccc(C#N)cc1)n1c(=O)c(-c2ccco2)nc2ccccc21 (stereo unspecified) | -423 | -41
CN(Cc1ccccc1)C(=O)[C@@H]1CCCN1C(=O)[C@@H]1CCCN1C(=O)c1c(F)cccc1F | 13 | 1
COC(=O)C1CCN(C2CN(Cc3ccc(F)cc3)S(=O)(=O)C2)CC1 (stereo unspecified) | 11 | 1
NC(=NCc1ccccc1)NN=Cc1ccnc2ccccc12 | 3 | 3
CCCCNC(=O)c1nc(C2CCN(S(=O)(=O)c3ccc(C(F)(F)F)cc3)CC2)oc1-c1ccccc1 | 13 | 1
CC1=C(C(=O)N(C)C)CC(CC(=O)NCc2cccs2)C(=O)N1Cc1ccc(F)cc1 (stereo unspecified) | 17 | 3
Cc1noc(C)c1C(=O)N1CCCC(C)(C(=O)NS(=O)(=O)C2CC2)C1 (stereo unspecified) | 12 | 2
COc1ccccc1-c1noc2c1C(=O)N(Cc1cn(Cc3ccccc3)nn1)CC2 | 18 | 0
COC(=O)Cn1c(C(=O)N2CCCC2)cc2c1C[C@H]1CN(C(=O)c3ccccc3)[C@@](Cc3ccc(OC)cc3)(C(=O)OC)[C@@H]21 | -9 | 1
C=CCNc1ncnc2c1ncn2[C@H]1CN(C2CCCC2)C[C@@H](CO)O1 | 9 | 4
CC1(c2nnnn2C2CCCCC2)CCC(=O)N1Cc1ccc2c(c1)OCO2 (stereo unspecified) | 16 | -1
C[C@@H]1CC2=C(C(=O)OC(C)(C)O2)[C@@H](C2CC2)O1 | 8 | 2
COc1ccccc1Cc1c(-c2ccc(C)cc2)nc2c(C)cc(Br)cn12 | -2 | 13
NC(CCc1ccccc1)c1csc(NC(=O)Nc2ccccc2Oc2ccccc2)n1 (stereo unspecified) | 23 | -2
CCCCNC(=O)C1(C)CCN1C(=O)c1ccc2ccccc2n1 (stereo unspecified) | 15 | 1
O=C(Nc1ccc2ccccc2c1)C(C1CC1)n1c(=O)c(-c2cc3ccccc3[nH]2)nc2ccccc21 (stereo unspecified) | -413 | -21
Nc1[nH]c(C(=O)c2ccccc2)c(-c2ccccc2Br)c1C(=O)NCc1ccc(-c2ccccc2)cc1 | -24 | -8
CC1(C(=O)NS(=O)(=O)c2ccc(F)cc2F)CCN1C(=O)C/C=C/c1ccccc1 (stereo unspecified) | 14 | -3
CC(=O)Nc1cccc(-c2csc(C(C)(NC(C)=O)c3ccccc3)n2)c1 (stereo unspecified) | 7 | 2
CCOC(=O)C1CCCN(C(=O)c2oc3ccccc3c2C)CC1 (stereo unspecified) | 12 | 1
CCOC(=O)[C@]12CCCC=C1N(Cc1ccco1)C(=O)[C@H](CC(=O)N1CCN(C(=O)C3CC3)CC1)C2 | 14 | 3
CC1(C(=O)NS(=O)(=O)c2ccc(C#N)cc2)CCN1C(=O)C1(c2ccccc2)CC1 (stereo unspecified) | 4 | 3
COCCNC(=O)C1CCCN(Cc2ccc(-c3ccccc3)cc2)CC1 (stereo unspecified) | 14 | 3
CC1(C(=O)NS(=O)(=O)c2ccc(F)cc2F)CCN1C(=O)c1cccc(F)c1 (stereo unspecified) | 16 | 3
COc1ccc(CN(C)C(=O)/C=C/[C@H]2O[C@@H](n3cc(C)c(=O)[nH]c3=O)C[C@@H]2O)cc1OC | 18 | 1
CC(=O)Nc1cccc(-c2cc3nc(NCc4cccnc4)n(C)c(=O)c3s2)c1 | -159 | 1
CC1(C(=O)Nc2ccccc2Cc2ccccc2)CCN1Cc1ccccc1Cl (stereo unspecified) | -12 | 1
Cc1ccccc1[C@H](NC1c2ccccc2C=Cc2ccccc21)P(=O)(c1ccccc1)c1ccccc1 | -5 | -1
CCOC(=O)[C@]12CCC=C1N(CCC1=CCCCC1)C(=O)[C@H](CC(=O)N1CCCCC1)C2 | 26 | 0
Cc1ccccc1-c1csc(C(C)(O)c2ccccc2)n1 (stereo unspecified) | 8 | 0
C/C(=N\NC(=O)C1CCCC1)c1ccc(NC(=O)C(F)(F)F)cc1 | 21 | 3
CC(C)(C(=O)N1CCC1(C)C(=O)NS(=O)(=O)c1ccccc1Cl)c1ccccc1 (stereo unspecified) | 25 | 1
CCCNC(=O)N1C[C@H](O)COC[C@H]2O[C@@H](CC(=O)N[C@@H]3CCN(Cc4ccccc4)C3)CC[C@@H]21 | 24 | 1
COc1cccc(-c2cc(NC=O)c3ncc(-c4cccc(C(=O)N(C)C)c4)n3c2)c1 | -340 | -15
COC(=O)N1CCCCC1c1cc(C(=O)NCc2ccc(Cl)c(Cl)c2)no1 (stereo unspecified) | 8 | 0
Cn1cc(-c2coc3c(C(=O)NCc4cccc(Cl)c4)cccc23)cn1 | -1 | 1
Cc1cc(C)cc(Cn2cc(CN3CC(N4CCN(CCN(C)C)CC4)CS3(=O)=O)nn2)c1 (stereo unspecified) | 16 | -8
CCOC(=O)C1=CCN(S(=O)(=O)c2ccc(Br)cc2)C1c1ccc(C)cc1 (stereo unspecified) | 16 | 1
COc1ccc(Cl)c(-c2cc(C(=O)NC(C)C)[nH]n2)c1 | 17 | -2
COc1ccc(-c2cnc3c(NC=O)cc(-c4ccc(C(=O)N5CCOCC5)cc4)cn23)cc1OC | -84 | 0
Cc1noc(-c2ccccc2)c1NC(=O)Nc1ccc2nc([C@H]3C[C@H](O)[C@@H](CO)O3)[nH]c2c1 | 17 | 3

Eleven compounds already listed, ordered by length of the SMILES, smallest number first.
SMILES | SENP8 inh | SENP1 FRET inh
Cc1ccccc1-c1csc(C(C)(O)c2ccccc2)n1 (stereo unspecified) | 8 | 0
CCCNC(=O)C1(C)CCN(Cc2ccc(C(=O)OCC)cc2)C1 (stereo unspecified) | 16 | 0
O=C(c1cnc(Cc2c[nH]c3ccccc23)c(I)c1)N1CCOCC1 | 10 | 9
Cc1cc(OCCCN2CCC(C(O)(c3ccccc3)c3ccccc3)CC2)ccc1Br | 25 | 5
CC(=O)Nc1cccc(-c2cc3nc(NCc4cccnc4)n(C)c(=O)c3s2)c1 | -159 | 1
CC1(C(=O)NS(=O)(=O)c2ccc(F)cc2F)CCN1C(=O)c1cccc(F)c1 (stereo unspecified) | 16 | 3
CC1(C(=O)NS(=O)(=O)c2ccc3c(c2)CCO3)CCN1C(=O)CCC1CCCC1 (stereo unspecified) | 17 | 0
CC(C)(C(=O)N1CCC1(C)C(=O)NS(=O)(=O)c1ccccc1Cl)c1ccccc1 (stereo unspecified) | 25 | 1
CC(C)(C)NC(=O)C(c1ccc(C#N)cc1)n1c(=O)c(-c2ccco2)nc2ccccc21 (stereo unspecified) | -423 | -41
COc1ccc(CN(C)C(=O)/C=C/[C@H]2O[C@@H](n3cc(C)c(=O)[nH]c3=O)C[C@@H]2O)cc1OC | 18 | 1
COc1ccc(C(C(=O)Nc2ccc3c(c2)OCCO3)n2c(=O)c(-c3cc4ccccc4[nH]3)nc3ccccc32)cc1 (stereo unspecified) | -420 | -19

(continued)
SMILES | SENP8 inh | SENP1 FRET inh
COc1cc(OC)nc(Nc2nc(C(C)N)cs2)n1 (stereo unspecified) | -10 | -1
CC(=O)Nc1cccc(-c2ccnc3c2CC(C)(C(=O)NCCc2ccccc2)O3)c1 (stereo unspecified) | 11 | 0
CC(C)Cc1ccc(CN2C(C(C)C)C(=O)N(Cc3cn(CCC4OCCO4)nn3)CCS2(=O)=O)cc1 (stereo unspecified) | 12 | 0
CC(C)c1cc(Cn2c3ccccc3c(=O)n2C(C)C)on1 | -401 | 1
COCCNc1nc(NCc2cccc(OC)c2)c2sc(-c3ccccc3)cc2n1 | -294 | -4
COc1ccc(OC)c(CC(=O)Nc2ccc3c(c2)c(=O)n(C)n3Cc2cccc(C(F)(F)F)c2)c1 | -481 | 5
CC1(Cc2cccc(C#N)c2)C(=O)Nc2c(Cl)cccc21 (stereo unspecified) | 19 | -1
COC(=O)C[C@@H]1C=C[C@H](NC(=O)c2cnccn2)[C@@H](CO)O1 | 13 | 1
COc1ccc(S(=O)(=O)N2CCCCC2c2cc(C(=O)NC(C)C)no2)cc1 (stereo unspecified) | 7 | 1
Cc1ccc(CN2C(=O)CSCC2(C)C(=O)NC(C)C)cc1 (stereo unspecified) | 11 | 3
CC1(c2nnnn2-c2ccc3c(c2)OCCO3)CCC(=O)N1CCCN1CCOCC1 (stereo unspecified) | 12 | 2
COC(=O)[C@]12CCCCC=C1N(CCc1ccc(OC)c(OC)c1)C(=O)[C@H](CC(=O)N1CCSCC1)C2 | 18 | 2
CCc1nc2ccc(C(=O)NCCCN(C)C)cn2c1N(C)CCCc1ccccc1 | 16 | 0
CSC(=NS(=O)(=O)c1ccccc1)NNC(=O)c1c(-c2c(Cl)cccc2Cl)noc1C | 6 | 2
OCc1ccccc1-c1nc(NCc2ccccc2)nc2ccsc12 | -497 | -7
COC(=O)[C@]12CCCCC=C1N(Cc1ccccc1)C(=O)[C@H](CC(=O)NCCC(C)C)C2 | 10 | 0
COCCNC(=O)c1cc2c(c(-c3cccc(-c4cc5ccccc5o4)c3)n1)[C@H](CCO)N(S(=O)C(C)(C)C)C2 (stereo partly specified) | -56 | -16
CC(C)(C)n1nnnc1C(c1ccccc1)N1CCN(c2c(Cl)cncc2Cl)CC1 (stereo unspecified) | 11 | -1
CCOC(=O)C1(C)CCN1C(=O)c1ccc(C#N)cc1 (stereo unspecified) | 13 | 0
Cc1cc2nc(C3CCCCC3)c(CC(C)(C)C)n2c(C)c1Br | 24 | 2
Cn1cnc(S(=O)(=O)N2CCCCC2c2cc(C(=O)NCc3ccc(Cl)c(Cl)c3)no2)c1 (stereo unspecified) | 9 | 1
O=C(NCc1ccncc1)[C@@H]1CCCN1C(=O)[C@@H]1CCCN1C(=O)c1ccccc1Cl | 14 | 2
CC(C)C[C@H]1CNC(=O)C(=O)N1C[C@H]1CCCN1C[C@H](Cc1ccc(O)cc1)N1C[C@H](CC(C)C)N(CC2CCCCCC2)C(=O)C1=O | 14 | 1
O=C(Nc1cccc(OC(F)(F)F)c1)[C@@H]1O[C@H](CO)[C@H](O)[C@H](O)[C@H]1O | 23 | 0
Cc1ccc(F)cc1C(=O)N1CCCC1(C)C(=O)NCC(C)C (stereo unspecified) | 12 | 1
CCCCn1nnnc1C1(C)CCC(=O)N1CCc1ccc(OC)c(OC)c1 (stereo unspecified) | 13 | 2
CC(C)C[C@H]1COc2cc(N3CCN(Cc4ccccc4F)CC3)ccc2S(=O)(=O)N1 | 10 | -2
CC(=O)OC[C@@H]1CN(Cc2ccccc2)C[C@H](n2cnc3c(N4CCN(c5ccccc5)CC4)ncnc32)O1 | 8 | -3
COc1cc(CNC(=O)c2cc(-c3cc(F)ccc3OC(C)C)n[nH]2)cc(OC)c1 | 21 | 2
COC(=O)[C@H](CC(C)C)NC(=O)/C=C/[C@H]1O[C@@H](n2cc(C)c(=O)[nH]c2=O)C[C@@H]1O | 9 | 0
CCCCOCCCNC(=O)C[C@@H]1C[C@@]2(C(=O)OCC)CCC=C2N(Cc2ccco2)C1=O | 5 | -12
COc1ccc(C2=Nc3ccccc3N(C(=O)c3ccc(C(F)(F)F)cc3)C2C(=O)NCc2ccccc2)cc1 (stereo unspecified) | -4 | 0
c1ccc2sc(-n3cc(C4CCCCC4)nn3)nc2c1 | 14 | 1
CC(C)C[C@H]1CN([C@@H](CC(C)C)CN2CCC[C@H]2CN2C(=O)C(=O)NC[C@@H]2Cc2ccc(O)cc2)C(=O)C(=O)N1CCc1ccccc1 | 10 | 4

This is a subset; count on the stated rates, not on these rows.
